# HUVEC tox IL1B – toxic to HUVEC cells under IL-1B stimulation; AID 845; 94,000 compounds, 0.41% hits; cell count reduction, % at 2 µM; HUVEC cell count loss, Hoechst imaging, IL-1B stimulated;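 active = cell count reduction more than 3 SD above the screen-wide mean, cut at about 70% in these data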;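 note: normalized per plate to untreated control cells as the no-loss baseline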
# Candida biofilm – kills Candida albicans biofilms; inhibition, % at 6 µM; 85,000 compounds, 0.14% hits; AID 834; C. albicans biofilm + clotrimazole, Alamar Blue;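 active = inhibition above 20%; inactive = inhibition below 20%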;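 note: preformed 24 hr biofilms exposed to compound for 48 hr; 0% = biofilm without compound and 100% = blank killed by clotrimazole plus chlorhexidine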
# CYP2C9 act – increases human cytochrome P450 2C9 activity. recombinant CYP2C9, luciferin-H conversion, luminescence; hits give high values; factor 1 = untreated enzyme, 0 = blocked. AID 1024. 96,000 compounds, 1.4% hits. activation factor at 5 µM;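 active = activation factor of 2 or more for CYP2C9 at a 5 µM dose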;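 note: 0 = sulfaphenazole-blocked wells and 1 = vehicle-only wells; values of inactives mirror those of a sister screen read the other way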
# CYP2C9 inh – inhibitors of human CYP2C9 | P11712 | CYP2C9 Supersomes, luciferin-H conversion, luminescence | inhibition, % at 5 µM | 96,000 compounds, 20% hits | AID 777;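 active = blocking of liver enzyme CYP2C9 beyond about 50% at 5 µM, limit read from the data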; note: values of inactives mirror those of a sister screen read the other way
# TNFa cytotox – toxic to HUVEC cells under TNF alpha stimulation; HUVEC TNFalpha-stimulated, Hoechst cell count, imaging; cell count reduction, % at 2 µM; 93,000 compounds, 0.17% hits;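 active = cell count reduction exceeding the screen mean by over 5 SD, scaled to untreated wells per plate, cut at about 78% in these data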;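 note: cells counted after 24 h of TNF alpha exposure following the 1 h pretreatment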
# DAT uptake mod – changed human dopamine transporter uptake under cocaine IC80; LLC-PK1 hDAT cells, [14C]-dopamine uptake with cocaine IC80; actives deviate in either direction; B-score at 10 µM; 110,000 compounds, 1.3% hits; Q01959;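 active = Z score or B-score, a plate-position-corrected score, falls beyond the plate's 99.7% confidence bounds, in either direction; inactive = both scores lie inside the 99.7% bounds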;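 note: scored against the spread of the other compound wells on the same plate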
# Target sequence (Q01959 whole entry, looked up): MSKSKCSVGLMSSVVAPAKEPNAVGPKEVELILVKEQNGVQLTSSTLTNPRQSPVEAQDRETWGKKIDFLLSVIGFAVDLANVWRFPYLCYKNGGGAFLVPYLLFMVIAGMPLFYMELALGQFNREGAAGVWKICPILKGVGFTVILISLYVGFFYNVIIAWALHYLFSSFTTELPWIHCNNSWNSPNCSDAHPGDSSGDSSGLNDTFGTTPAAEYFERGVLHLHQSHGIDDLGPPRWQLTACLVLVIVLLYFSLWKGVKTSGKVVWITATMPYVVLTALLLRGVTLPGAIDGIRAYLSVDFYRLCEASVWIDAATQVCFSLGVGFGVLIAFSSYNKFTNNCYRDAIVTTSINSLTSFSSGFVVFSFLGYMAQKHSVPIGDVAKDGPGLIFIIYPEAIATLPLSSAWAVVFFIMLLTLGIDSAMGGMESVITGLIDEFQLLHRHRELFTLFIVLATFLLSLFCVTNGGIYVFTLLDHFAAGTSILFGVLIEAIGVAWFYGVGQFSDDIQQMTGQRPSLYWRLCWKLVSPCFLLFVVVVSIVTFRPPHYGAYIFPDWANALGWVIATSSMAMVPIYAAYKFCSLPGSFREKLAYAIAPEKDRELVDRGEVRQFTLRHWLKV
# CYP2C19 inh – blocks human cytochrome P450 2C19; P33261; AID 778; inhibition, % at 5 µM; CYP2C19 Supersomes, luciferin-H EGE luminescence, 30 min; 96,000 compounds, 21% hits;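 active = CYP2C19 inhibition above a set limit at 5 µM in the primary screen, cut at about 50% in these data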;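 note: plate controls were negative control wells for no effect and 2.5 mM tranylcypromine positive control for full effect; values of inactives mirror those of a sister screen read the other way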
# CYP2C19 act – activators of human cytochrome P450 2C19; activation factor at 5 µM; 96,000 tested, under 10 active; recombinant CYP2C19, luciferin-H EGE luminescence; hits give high values; 0 = fully inhibited enzyme, 1 = untreated enzyme; AID 1025;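 active = activation factor of at least 2 at 5 µM in the primary screen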;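 note: 0 = wells with 2.5 mM tranylcypromine and 1 = vehicle-only wells; values of inactives mirror those of a sister screen read the other way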
# VCAM1 TNFa inh – reduces TNF alpha induced VCAM1 expression in HUVEC | AID 802 | 95,000 compounds, 0.48% hits | HUVEC TNFa-induced VCAM-1 immunofluorescence, high-content imaging | inhibition, % at 2 µM;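 active = inhibition above the batch mean plus 3 SD, with images confirmed as a hit by eye, cut at about 37% in these data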;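 note: 0% = TNF-stimulated DMSO wells and 100% = unstimulated control wells; not every result past the cut was called active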
# * marks the source's active call; other numbers are inactive results; . = no result given.
SMILES,HUVEC tox IL1B,Candida biofilm,CYP2C9 act,CYP2C9 inh,TNFa cytotox,DAT uptake mod,CYP2C19 inh,CYP2C19 act,VCAM1 TNFa inh
Cc1ccc(S(=O)(=O)c2ccc(C)cc2)cc1,-10,7,1.5,-54,-16,-0.94,29,0.7,1
COc1ccc(-c2[nH]nc3c2C(c2ccncc2)C(C#N)=C(N)O3)cc1 (stereo unspecified),-8,9,1.1,-13,.,-0.44,-1,1,-67
O=C1CCCC2=C1C(c1cccs1)n1ncnc1N2 (stereo unspecified),-5,3,1.1,-12,-1,-0.94,-8,1.1,-1
COc1ccc(C(c2sc3ncnn3c2O)N2CCN(c3ccccc3F)CC2)cc1OC (stereo unspecified),-3,5,0.8,24,20,1.6,30,0.7,33
Cc1ccc2[nH]c(=O)c(-c3noc(C(C)C)n3)cc2c1,16,12,0.7,34,12,0.55,33,0.7,3
CCOC(=O)C1C(=O)CC(O)(c2ccccc2)CC1c1ccccc1 (stereo unspecified),9,3,0.2,82*,3,-0.4,73*,0.3,-9
O=C(NCc1ccccc1)c1cc(S(=O)(=O)N2CCC3(CC2)OCCO3)ccc1F,0,-2,0.9,9,6,-0.23,2,1,-55
Cc1cccc(-c2nc(=S)c3c(o2)CCCC3)c1,24,-5,2.5*,-146,2,-0.66,14,0.9,-1
c1coc(-c2nn3c(Cn4nnc5ccccc54)nnc3s2)c1,-5,8,0.5,45,32,-0.26,76*,0.2,4
CC(=O)N1CCN(Cc2nc3cc(NC(=O)Cn4nc(C)c5ccccc5c4=O)ccc3n2C)CC1,-29,11,1.1,-7,-5,.,-7,1.1,-5
NC(=O)NC(Cc1ccccc1)c1ccccc1 (stereo unspecified),.,6,1,2,.,-0.08,47,0.5,.
Cn1c(N)c(C(=O)COC(=O)c2ccc(Br)o2)c(=O)n(C)c1=O,-14,8,0.9,12,14,-0.086,3,1,18
OC(CN1C2=NCCN2c2ccccc21)c1ccccc1 (stereo unspecified),16,1,1,-1,-24,1.7,-2,1,1
COc1cc(NS(=O)(=O)c2ccc(C)cc2C)cc(OC)c1OC,-7,10,0.3,67*,-1,0.031,48,0.5,7
COC(=O)c1ccc(-c2ccco2)n1Cc1cc(C)ccc1C,3,3,0.9,7,12,-0.51,-13,1.1,-2
C=CCn1c(SCC(=O)Nc2ccc(NC(=O)c3ccco3)c(OC)c2)nnc1-c1ccncc1,18,-2,0.6,45,-16,2.7,19,0.8,-18
Cc1c(C(=O)OCC(C)C)[nH]c2c1C(=O)CC(c1ccco1)C2 (stereo unspecified),3,2,0.6,38,64,-1.2,10,0.9,67*
O=C(NCC1CCCCC1)C1CCCN(C(=O)NC2CCCCC2)C1 (stereo unspecified),-40,-1,0.8,16,2,0.75,6,0.9,-3
CCCOc1cccc(C2C(C(=O)c3ccco3)=C(O)C(=O)N2CCN(CC)CC)c1 (stereo unspecified),-26,11,1.1,-14,-5,-0.21,-13,1.1,7
CCOC(=O)N1CCN(c2nc(-c3ccc(OC)cc3)no2)CC1,7,1,0.8,22,-26,0.23,23,0.8,-4
COc1ccc2c(CC(=O)OCC(=O)N3CCc4ccccc43)coc2c1,.,7,0.9,10,.,1.3,3,1,.
Cc1nnc(OCC(=O)NCCC2=CCCCC2)c2ccccc12,12,1,1.3,-29,1,-0.042,55*,0.4,10
CCCOc1ccc(C2C(C#N)=C(N)Oc3nc[nH]c(=O)c32)cc1OC (stereo unspecified),17,5,0.9,11,-13,-0.43,2,1,6
CN1CCn2c1nc(N1CCCCC1)nc2=O,19,2,0.9,9,-8,-1.4,-15,1.1,-9
CC1(C)Cc2c(sc(/N=C/N3CCCC3)c2C#N)C(C)(C)N1,13,3,.,.,-8,0.3,.,.,-4
CCN(CC)C(=O)CN(c1cccc(C(F)(F)F)c1)S(C)(=O)=O,-3,4,0.8,16,-1,0.98,47,0.5,5
O=c1[nH]ncn1-c1ccccc1C(F)(F)F,-3,.,1.2,-19,8,-1,-13,1.1,-8
CCOc1ccc(C2CC(c3ccc(CC)cc3)Nc3nc(N)nn32)cc1 (stereo unspecified),.,9,0.6,40,.,1.1,0,1,.
Cc1cc(NC(=O)c2cc(S(=O)(=O)N3CCCCC3)ccc2C)n(-c2ccccn2)n1,2,6,0.4,64*,34,1.1,32,0.7,-7
O=C(CN(C1CCCCC1)S(=O)(=O)c1ccc(Cl)cc1)NCc1ccncc1,-12,8,0.2,82*,-40,0.56,94*,0.1,8
CCCNC(=O)CSc1nnc(C)s1,4,1,0.8,22,8,-0.21,17,0.8,-4
Cc1c(N2C(=O)SC(CC(=O)O)C2=O)c(=O)n(-c2ccccc2)n1C (stereo unspecified),-93,-1,0.9,5,-10,-0.32,0,1,28
O=C(Nn1cnnc1)C(Sc1ccccc1)c1ccccc1 (stereo unspecified),-19,4,0.3,74*,-1,-0.51,61*,0.4,8
CCCCCCSc1nsc(NC(C)=O)n1,23,7,0.8,24,-9,0.29,17,0.8,8
O=C(c1ccc(Cl)cc1Cl)C1(n2cncn2)Oc2ccccc2C1O (stereo unspecified),.,3,0.1,93*,.,-0.033,99*,0,.
CCOc1ccccc1N/C=C/C(=O)C(C)(C)C,-60,1,1,-2,-8,-0.82,0,1,-3
COc1ccc(NS(=O)(=O)Cc2ccccc2)cc1OC,-5,5,1.3,-28,-5,-0.1,36,0.6,2
O=C(CCc1nc(-c2ccccc2F)no1)NC1CCCCC1,-13,6,0.7,28,-30,0.51,10,0.9,-2
Cc1ccccc1NC(=O)CSCC(=O)Nc1ccccc1C,6,.,0.6,40,-25,0.25,72*,0.3,-21
CCn1c(CSc2nc3ccccc3s2)nc2ccccc21,-33,11,1.3,-27,-32,0.1,98*,0,4
CCn1c(SCC(=O)OC)nnc1-c1ccncc1,-11,-2,.,.,-17,0.55,.,.,7
O=C(O)CCC(=O)Nc1ccccc1C(=O)Nc1ccccc1,-2,0,1,-1,5,0.5,-2,1,-17
COc1cccc(N2CCN(C(c3ccccn3)c3nnnn3C(C)(C)C)CC2)c1 (stereo unspecified),26,2,.,.,2,-0.82,.,.,19
COC(=O)c1cccc(NC(=O)Cn2cnc3c2c(=O)n(C)c(=O)n3C)c1,.,1,0.4,61*,.,0.077,18,0.8,.
Cc1ccccc1NC(=O)CSCCO,8,8,1.1,-10,1,-0.12,-9,1.1,2

# Quoted at random: two entries already listed.
SMILES,HUVEC tox IL1B,Candida biofilm,CYP2C9 act,CYP2C9 inh,TNFa cytotox,DAT uptake mod,CYP2C19 inh,CYP2C19 act,VCAM1 TNFa inh
Cc1ccccc1NC(=O)CSCCO,8,8,1.1,-10,1,-0.12,-9,1.1,2
O=C(O)CCC(=O)Nc1ccccc1C(=O)Nc1ccccc1,-2,0,1,-1,5,0.5,-2,1,-17

# Carrying on:
SMILES,HUVEC tox IL1B,Candida biofilm,CYP2C9 act,CYP2C9 inh,TNFa cytotox,DAT uptake mod,CYP2C19 inh,CYP2C19 act,VCAM1 TNFa inh
O=C(O)c1cccc(Cn2cccn2)c1,-24,0,1.1,-14,-14,-0.024,-8,1.1,-12
Cc1ccc(S(=O)(=O)NCCC(=O)N2CCN(Cc3ccccc3)CC2)cc1,.,9,0.9,5,.,-0.001,52*,0.5,.
CCOC(=O)c1c(NC(=O)CSc2nnc(-c3ccccc3)n2CC)sc(C(C)=O)c1C,11,-4,0,97*,-41,2.5*,90*,0.1,4
COc1ccc(S(=O)(=O)N2CCc3ccccc32)cc1C(=O)OCc1c(C)noc1C,-21,7,0,99*,-54,0.15,95*,0.1,-2
Cc1nc(SCC(=O)NCCc2ccccc2)c2oc3ccccc3c2n1,0,5,0.4,58*,16,0.011,65*,0.4,25
CCC1(C)Cc2ccccc2-c2c1c(=O)n(-c1ccc(C)cc1)c1nnnn21 (stereo unspecified),-3,0,1,1,-5,0.093,-22,1.2,12
COc1ccc(-c2nc(N)n[nH]2)cc1OC,-15,2,1,-3,-13,-0.31,6,0.9,-2
O=C(CCN1CCCCCC1)Nc1ccc(F)cc1,-11,5,0.9,7,-10,-0.45,12,0.9,0
CC1(C)Cc2ccccc2-c2nc(NCCO)n(-c3ccccc3)c(=O)c21,.,3,0.7,35,.,-0.16,61*,0.4,.
CC1(C)Cc2cccc(OCC(O)CN3CCN(c4ccccn4)CC3)c2O1 (stereo unspecified),-2,.,.,.,-19,0.32,.,.,29
CC12CNCC(C)(CN(C(c3ccccc3)c3ccccc3)C1)C2,4,8,.,.,25,-0.053,.,.,16
CN1CC(=O)N(CCOc2ccccc2)C1=O,.,11,1,-2,.,0.19,3,1,.

# Exported with tabs: part of the list above
SMILES	HUVEC tox IL1B	Candida biofilm	CYP2C9 act	CYP2C9 inh	TNFa cytotox	DAT uptake mod	CYP2C19 inh	CYP2C19 act	VCAM1 TNFa inh
O=C(c1ccc(Cl)cc1Cl)C1(n2cncn2)Oc2ccccc2C1O (stereo unspecified)	.	3	0.1	93*	.	-0.033	99*	0	.
CCOc1ccccc1N/C=C/C(=O)C(C)(C)C	-60	1	1	-2	-8	-0.82	0	1	-3
COc1ccc(NS(=O)(=O)Cc2ccccc2)cc1OC	-5	5	1.3	-28	-5	-0.1	36	0.6	2
O=C(CCc1nc(-c2ccccc2F)no1)NC1CCCCC1	-13	6	0.7	28	-30	0.51	10	0.9	-2
Cc1ccccc1NC(=O)CSCC(=O)Nc1ccccc1C	6	.	0.6	40	-25	0.25	72*	0.3	-21
CCn1c(CSc2nc3ccccc3s2)nc2ccccc21	-33	11	1.3	-27	-32	0.1	98*	0	4
CCn1c(SCC(=O)OC)nnc1-c1ccncc1	-11	-2	.	.	-17	0.55	.	.	7
O=C(O)CCC(=O)Nc1ccccc1C(=O)Nc1ccccc1	-2	0	1	-1	5	0.5	-2	1	-17
COc1cccc(N2CCN(C(c3ccccn3)c3nnnn3C(C)(C)C)CC2)c1 (stereo unspecified)	26	2	.	.	2	-0.82	.	.	19
COC(=O)c1cccc(NC(=O)Cn2cnc3c2c(=O)n(C)c(=O)n3C)c1	.	1	0.4	61*	.	0.077	18	0.8	.
Cc1ccccc1NC(=O)CSCCO	8	8	1.1	-10	1	-0.12	-9	1.1	2
O=C(O)c1cccc(Cn2cccn2)c1	-24	0	1.1	-14	-14	-0.024	-8	1.1	-12
Cc1ccc(S(=O)(=O)NCCC(=O)N2CCN(Cc3ccccc3)CC2)cc1	.	9	0.9	5	.	-0.001	52*	0.5	.
CCOC(=O)c1c(NC(=O)CSc2nnc(-c3ccccc3)n2CC)sc(C(C)=O)c1C	11	-4	0	97*	-41	2.5*	90*	0.1	4
COc1ccc(S(=O)(=O)N2CCc3ccccc32)cc1C(=O)OCc1c(C)noc1C	-21	7	0	99*	-54	0.15	95*	0.1	-2
Cc1nc(SCC(=O)NCCc2ccccc2)c2oc3ccccc3c2n1	0	5	0.4	58*	16	0.011	65*	0.4	25

# Screens as filed in PubChem.

# Outcome played no part in choosing rows (roughly 29% active in at least one column).
